GoLoco inh red = inhibitors of human Gai1-RGS12 GoLoco interaction (red fluorophore); Gai1:RGS12 GoLoco peptide FP, rhodamine, 10 min; Potency, µM (titrated, usually from 61.6 µM), without a hit: at the highest dose activity, negative = inhibition, hits mostly inhibitors; 0.44% of 230,000 active; AID 880; active means well fitted inhibition curve with a large enough effect, not every such curve was filed as active; inactive means no such curve, though single readings can be large or run the other way; further: on the % scale 0 is the no-effect control and ±100 the full control effect; nearly all actives have a fitted effect of over 30% in size; many of its hits are not listed in these tables
GAA spleen mod = inhibits or activates alpha-glucosidase in human spleen homogenate. P10253. human spleen homogenate, 4-MU-alpha-glucoside fluorescence. Potency, µM (titrated, usually from 79.9 µM), without a hit: at the highest dose activity change, negative = inhibition, actives largely listed as inhibitors. 0.006% of 240,000 active;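 further: 0% = enzyme with vehicle and -100% = no enzyme basal signal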
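Enzyme source: human spleen homogenate, 1 ug/well. Buffer 50 mM citric acid/K phosphate pH 5.0, 0.01% Tween-20. 4-MU-alpha-glucoside 1 mM; 37 C x 40 min; NaOH/glycine stop; fluorescence.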
aGal spleen mod = alpha-galactosidase A (human) modulation. 0.008% of 240,000 active. P06280. human spleen homogenate, 4MU-alpha-Gal fluorescence, 40 min. Potency, µM (titrated, usually from 80 µM), without a hit: top-dose activity change, negative = inhibition, most hits filed as inhibitors;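 further: 0% = enzyme with vehicle and -100% = no enzyme basal signal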
Target sequence (P06280 32-429 limits assumed): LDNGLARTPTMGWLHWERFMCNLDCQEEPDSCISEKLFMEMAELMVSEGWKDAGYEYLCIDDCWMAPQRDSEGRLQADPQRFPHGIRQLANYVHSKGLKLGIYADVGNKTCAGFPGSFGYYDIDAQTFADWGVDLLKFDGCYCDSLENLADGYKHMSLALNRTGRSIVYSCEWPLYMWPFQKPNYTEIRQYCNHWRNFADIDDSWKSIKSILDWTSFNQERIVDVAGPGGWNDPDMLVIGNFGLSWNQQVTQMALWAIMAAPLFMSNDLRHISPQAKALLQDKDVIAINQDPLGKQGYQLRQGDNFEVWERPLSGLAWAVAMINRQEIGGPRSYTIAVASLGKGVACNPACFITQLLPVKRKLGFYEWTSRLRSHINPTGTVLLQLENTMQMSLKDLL
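qHTS titration in buffer at pH 5.0. Alpha-galactosidase activity in spleen homogenate was measured via 4-methylumbelliferone release from 1 mM fluorogenic substrate after 40 min at 37C and a pH 10 stop. AC50 came from Hill fits of control-normalized data.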
GAA glycogen mod = inhibitors or activators of human alpha-glucosidase glycogen cleavage. P10253. recombinant GAA, glycogen substrate, Amplex Red glucose oxidase fluorescence. Potency, µM (series often up to 76.4 µM), for the others: at the top dose activity change, negative = inhibition, actives largely listed as inhibitors. 0.38% of 300,000 active. AID 2100;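 further: 0% = full enzyme reaction and -100% = no-enzyme basal signal; the screen sought inhibitors and activators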
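Recombinant human alpha-glucosidase (4 nM final) hydrolysed bovine liver glycogen (30 ug) for 40 min at 37 C in pH 5.0 citrate/phosphate with 0.01% Tween-20. Released glucose detected by glucose oxidase/Amplex Red, Ex 573/Em 610 nm. Compounds up to 77 uM; AC50 from Hill fits.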
JMJD2E inh = JMJD2E (human) inhibition. Potency, µM (series often up to 57.1 µM), for inactives: at the highest dose activity change, negative = inhibition, most hits filed as inhibitors. B2RXH2. JMJD2E catalytic domain, FDH-coupled NADH fluorescence (FDH is formaldehyde dehydrogenase). 1.6% of 230,000 active; active means well fitted inhibition curve with a large enough effect, not every such curve was filed as active; inconclusive means small, poorly fitted or top-dose-only effect, or another doubt; inactive means no such curve, though single readings can be large or run the other way;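 further: 0% = wells with enzyme and -100% = buffer wells without enzyme; nearly all actives have a fitted effect of over 50% in size; many of its hits are not listed in these tables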
SMN2 splice enh = enhancers of SMN2 splice variant expression. AID 1458. Potency, µM (doses to about 46.1 µM), without a hit: at the top dose activity change, positive = activation, most hits filed as activators. HEK293 SMN2-luciferase splicing reporter, luminescence, 30-36 h. 2.8% of 210,000 active; further: % of control where 0% means no effect; nearly all actives have a fitted effect of over 55% in size
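HEK293 cells carry an SMN2 […]–luciferase reporter in which exon 7 inclusion puts luciferase in frame. Cells were plated 10-12 h before compound addition, then incubated 30-36 h at 37C. ONE-Glo luminescence was read; sodium butyrate at 4.5 mM final served as control.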
ALDH1A1 block = blocks purified human ALDH1A1 activity | P00352 | Purified ALDH1A1, NADH fluorescence, propionaldehyde substrate | Potency, µM (series often up to 75.3 µM), inactives show at the highest dose activity, negative = inhibition, hits mostly inhibitors | 7.3% of 220,000 active; active means well fitted inhibition curve with a large enough effect, not every such curve was filed as active; inconclusive means small, poorly fitted or top-dose-only effect, or another doubt; inactive means no such curve, though single readings can be large or run the other way;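 further: plate controls were no enzyme wells and a reference inhibitor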
Target sequence (P00352 whole entry, looked up): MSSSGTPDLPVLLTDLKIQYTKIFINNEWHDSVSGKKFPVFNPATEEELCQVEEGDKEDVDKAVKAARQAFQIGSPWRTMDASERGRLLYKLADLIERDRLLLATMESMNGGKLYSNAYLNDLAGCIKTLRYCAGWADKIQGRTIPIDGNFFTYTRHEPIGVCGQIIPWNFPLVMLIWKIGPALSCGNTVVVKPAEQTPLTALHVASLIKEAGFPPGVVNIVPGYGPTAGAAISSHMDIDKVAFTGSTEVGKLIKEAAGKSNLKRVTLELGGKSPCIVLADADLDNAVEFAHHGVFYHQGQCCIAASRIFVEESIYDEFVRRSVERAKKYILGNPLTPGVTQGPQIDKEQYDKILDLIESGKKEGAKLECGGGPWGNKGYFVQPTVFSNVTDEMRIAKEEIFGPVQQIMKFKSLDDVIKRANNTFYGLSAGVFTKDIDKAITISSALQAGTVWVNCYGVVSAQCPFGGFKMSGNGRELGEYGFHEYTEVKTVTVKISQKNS
GAA inh = blocks human lysosomal alpha-glucosidase | purified human GAA, 4-MU-alpha-glucoside fluorescence | AID 1466 | Potency, µM (titrated, usually from 76.9 µM), for inactives: at the top dose activity change, negative = inhibition, actives largely listed as inhibitors | 0.005% of 200,000 active;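 further: plate controls were uninhibited enzyme wells for no effect and no-enzyme background for full effect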
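Activity normalized between no-enzyme (basal) and enzyme-only wells. Conditions: 4 nM human enzyme, 400 uM fluorogenic substrate, citrate/phosphate pH 5.0 with Tween-20, 20 min room temperature, compounds up to 77 uM.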
* marks the source's active call; other numbers are inactive results; ? = inconclusive; · = no result given; [ ] = dose if it differs, or a comment. Unless noted, the call rests on the fitted dose curve; in most records, active means well fitted curve in the direction sought with a large enough effect; inconclusive means small, poorly fitted or top-dose-only effect, or another doubt; inactive means no such curve, though single readings can be large; an effect the other way counts as inactive or inconclusive. Potency means the concentration at half of the fitted maximal effect. Some of the compounds tested (hit frequency here may not be typical).

nr	smiles	GoLoco inh red	GAA spleen mod	aGal spleen mod	GAA glycogen mod	JMJD2E inh	SMN2 splice enh	ALDH1A1 block	GAA inh
1	CC1(C)Cc2c(sc3c2c(N)nc(=S)n3Cc2ccc(Br)cc2)CO1	9%	0%	-6%	-3%	2%	·	·	·
2	Cc1ccc(C(C#N)c2ccc3c(C(F)(F)F)cc(C(F)(F)F)nc3n2)cc1 (stereo unspecified)	12%	-1%	6%	-29%	3%	-65%[inhibitor]	-9%	3%
3	COc1ccc(NS(=O)(=O)c2ccc(NC(=S)NC(=O)C(C)C)cc2)cc1	4%	-6%	-7%	-10%	-6%	-17%	?	-14%
4	O=C(c1cc2nc(-c3ccco3)cc(C(F)(F)F)n2n1)N1CCN(c2ccc(F)cc2)CC1	5%	-3%	2%	3%	-14%	-16%	?	-5%
5	Cc1[nH]c2ccccc2c1C(=O)CSc1nc2ccccc2[nH]1	1%	-14%	-6%	1%	-2%	17%	-1%	4%
6	CN(C)S(=O)(=O)c1ccc(C(=O)NCc2ccccn2)cc1	4%	5%	2%	9%	-26%	3%	-12%	-2%
7	O=C(O)Cc1coc2cc3c(cc12)CCC3	4%	5%	2%	18%	8%	21%	0%	-6%
8	CCc1ccc(CNC(=O)C2CCCN(c3nc4ccccc4o3)C2)cc1 (stereo unspecified)	-5%	-6%	-3%	0%	1%	14%	5%	1%
9	CC(=O)c1ccc(N2CCN(c3ccc(S(=O)(=O)NCCN(C)C)cc3[N+](=O)[O-])CC2)cc1	0%	0%	-4%	4%	2%	·	·	·
10	O=C(Nc1ccc2nc3ccccc3nc2c1)c1ccccc1	15%	-16%	-1%	18%	-11%	4µM*	1%	-9%
11	O=C(NNC(=O)c1ccc(SCC2CCCO2)c([N+](=O)[O-])c1)c1ccc(Cl)c([N+](=O)[O-])c1 (stereo unspecified)	-4%	-5%	-4%	1%	-5%	-2%	6%	0%
12	N#Cc1ccccc1OCCN1C(=O)c2ccccc2C1=O	16%	-5%	2%	-3%	6%	·	?	-14%

Next section:
nr	smiles	GoLoco inh red	GAA spleen mod	aGal spleen mod	GAA glycogen mod	JMJD2E inh	SMN2 splice enh	ALDH1A1 block	GAA inh
13	O=C(COC(=O)c1ccc(Cl)c([N+](=O)[O-])c1)Nc1ccccc1OC(F)F	-1%	-3%	20%	5%	-1%	-4%	10%	6%
14	CCOC(=O)c1cccc(N2C(=O)c3ccccc3S2(=O)=O)c1	-39%	2%	-13%	-6%	-2%	-13%	5%	-1%
15	CCOC(=O)Nc1cc2c(cc1C(C)=O)OCO2	3%	6%	7%	3%	-11%	6%	?	1%
16	CCN(CC)S(=O)(=O)c1cc(C(=O)OCC(=O)c2ccc3c(c2)NC(=O)CO3)ccc1F	-4%	0%	3%	1%	4%	-33%[inhibitor]	7%	0%
17	COc1ccc(N(C(=O)c2ccncc2)S(=O)(=O)c2cccs2)cc1	-2%	-1%	-7%	2%	?	·	·	·
18	C=CCSc1nc(NC)c2sccc2n1	5%	-9%	-2%	4%	-2%	-16%	-4%	?
19	CCn1c(SCC(=O)Nc2nc(C)c(C)s2)nnc1-c1ccco1	15%	-5%	1%	10%	-2%	-1%	2%	-10%
20	CC(=O)C1=C(O)C(=O)N(c2ccc(O)cc2)C1c1ccc([N+](=O)[O-])cc1 (stereo unspecified)	8%	-5%	0%	-9%	-6%	·	-11%	1%
21	O=Nc1c(O)n(Cc2ccc(Cl)cc2Cl)c2ccccc12	1%	0%	8%	-18%	1%	10%	26%	-8%
22	CCOC(=O)c1ccccc1NS(=O)(=O)c1ccccc1F	2%	-6%	-1%	4%	-7%	-12%	-13%	-1%
23	CCN(CC)C(=O)CSc1nc2ccccc2c(=O)n1CC	1%	1%	2%	15%	-5%	11%	-8%	5%
24	CN(C)CC(O)CN(c1ccccc1)c1ccccc1 (stereo unspecified)	3%	0%	0%	0%	-2%	·	·	·

Additional structures
nr	smiles	GoLoco inh red	GAA spleen mod	aGal spleen mod	GAA glycogen mod	JMJD2E inh	SMN2 splice enh	ALDH1A1 block	GAA inh
25	CCNC(=O)c1ccc(-n2nc(C)cc2-c2ccccc2)cc1	-6%	-4%	-3%	0%	-3%	-16%	?	0%
26	CCOc1ccc(C(=O)NCc2ccccc2OC)cc1	2%	-8%	-13%	-7%	2%	19%	-6%	3%
27	Cc1cc(C)n(C(=O)CCCCCC(=O)n2nc(C)cc2C)n1	3%	-6%	-3%	5%	-4%	14%	1%	-1%
28	Fc1cccc(CN2CCN(Cc3nc(-c4cnccn4)no3)CC2)c1	8%	2%	5%	-5%	4%	1%	-3%	9%
29	O=C(Nc1cc(N2CCCCC2)ncn1)c1ccccc1	15%	7%	15%	-3%	-6%	?	-3%	6%
30	Cc1cc(N/C=C/C(=O)c2cccs2)ccc1F	7%	1%	-4%	6%	-25%	14µM*	?	-5%
31	O=c1[nH]c(N/N=C/c2cc3c(cc2[N+](=O)[O-])OCO3)nc2ccccc12	3%	-1%	2%	14%	?	·	-8%	?
32	CC(NC(=O)c1ccc(Cl)cc1)c1nnc(SCc2ccc([N+](=O)[O-])cc2)n1C (stereo unspecified)	-1%	-12%	0%	3%	3%	-4%	-9%	4%
33	CS(=O)(=O)c1ccc(C(=O)Nc2cc(S(C)(=O)=O)ccc2Cl)cc1	·	-2%	4%	-5%	2%	·	6%	6%
34	C/C=C/Cn1c(Br)nc2c1c(=O)n(C)c(=O)n2C	9%	?	4%	2%	1%	6%	7%	2%
35	COc1cc(CNCCc2ccc(S(N)(=O)=O)cc2)ccc1OCc1ccc(Cl)cc1	-7%	0%	-8%	-5%	0%	-15%	4%	-9%
36	COc1ccc(C(=O)/C=C/N2CCCCC2)cc1OC	-3%	5%	1%	3%	2%	-2%	?	5%

(listing goes on)
nr	smiles	GoLoco inh red	GAA spleen mod	aGal spleen mod	GAA glycogen mod	JMJD2E inh	SMN2 splice enh	ALDH1A1 block	GAA inh
37	O=[N+]([O-])c1ccc2nc(CN3CCCCC3)[nH]c2c1	-6%	·	-1%	3%	6%	-3%	-5%	-5%
38	Cc1ccc(NC(=O)CCn2c(=O)[nH]c3ccsc3c2=O)cc1	-4%	2%	3%	0%	3%	-5%	?	-8%
39	CCOC(=O)c1ccc(NC(=O)CCc2nc(-c3ccc(Cl)cc3)no2)cc1	2%	-10%	?	0%	-6%	-19%	12%	-15%
40	COc1ccc(CNc2ncnc3ccc(-c4ccccc4OC)cc23)c(OC)c1	-1%	6%	7%	·	·	·	?	·
41	O=C(O)C1CC(=O)N(c2ccc(OCc3ccccc3)cc2)C1 (stereo unspecified)	9%	-5%	-3%	-3%	2%	13%	2%	2%
42	COCCn1nnnc1C(CC(C)C)N1CCN(c2ccccc2)CC1 (stereo unspecified)	2%	-3%	-6%	-26%	2%	-11%	-13%	-8%
43	CCN1CCCC1CN(Cc1cc2c(C)cc(C)cc2[nH]c1=O)C(=O)NC1CCCCC1 (stereo unspecified)	9%	-1%	-2%	3%	?	10%	?	13%
44	Nc1nnc(-c2cccc([N+](=O)[O-])c2)o1	0%	-4%	4%	2%	0%	·	-9%	1%[15.4 µM]
45	CN1CCN(c2ccc([N+](=O)[O-])c(-n3nc(-c4ccccc4)c4ccccc4c3=O)c2)CC1	5%	-7%	-14%	6%	-1%	1%	-8%	-4%
46	Cc1cc(CSc2ccccc2)ccc1NC(=O)c1ccc(Cl)c([N+](=O)[O-])c1	-14%	-4%	2%	11%	-1%	-12%	6%	-6%
47	COc1cc2oc(=O)c3c4c(cc5ccc(c1CCN(C)C)c2c53)OCO4	1%	5%	-4%	·	?	11%	?	·
48	Cc1ccccc1-c1nc(CN2CCC(C(=O)NCc3ccco3)CC2)c(C)o1	3%	4%	9%	7%	4%	-7%	3%	-1%

(cont.)
nr	smiles	GoLoco inh red	GAA spleen mod	aGal spleen mod	GAA glycogen mod	JMJD2E inh	SMN2 splice enh	ALDH1A1 block	GAA inh
49	CCCn1c(S(=O)(=O)O)nc2ccccc21	-2%	-8%	0%	0%	-16%	·	·	·
50	CCCCCn1c(CCCNC(=O)CC)nc2ccccc21	6%	2%	7%	3%	2%	-15%	6%	1%
51	CN(C)c1ncc2nc(-c3ccccc3)c(=O)n(C)c2n1	-3%	5%	?	·	·	·	?	·
52	CCC/C=N/NC(=O)CNC(=O)c1ccccc1Cl	4%	-11%	0%	3%	26%	7%	9%	1%
53	CSCCC(NC(=O)c1cccc(S(=O)(=O)N2CCOCC2)c1)C(=O)Nc1cccc(C)c1 (stereo unspecified)	16%	9%	10%	1%	7%	-1%	-12%	-8%

Among those listed so far, seven have an aryl thioether with sulfur outside any ring.
nr	smiles	GoLoco inh red	GAA spleen mod	aGal spleen mod	GAA glycogen mod	JMJD2E inh	SMN2 splice enh	ALDH1A1 block	GAA inh
5	Cc1[nH]c2ccccc2c1C(=O)CSc1nc2ccccc2[nH]1	1%	-14%	-6%	1%	-2%	17%	-1%	4%
11	O=C(NNC(=O)c1ccc(SCC2CCCO2)c([N+](=O)[O-])c1)c1ccc(Cl)c([N+](=O)[O-])c1 (stereo unspecified)	-4%	-5%	-4%	1%	-5%	-2%	6%	0%
18	C=CCSc1nc(NC)c2sccc2n1	5%	-9%	-2%	4%	-2%	-16%	-4%	?
19	CCn1c(SCC(=O)Nc2nc(C)c(C)s2)nnc1-c1ccco1	15%	-5%	1%	10%	-2%	-1%	2%	-10%
23	CCN(CC)C(=O)CSc1nc2ccccc2c(=O)n1CC	1%	1%	2%	15%	-5%	11%	-8%	5%
32	CC(NC(=O)c1ccc(Cl)cc1)c1nnc(SCc2ccc([N+](=O)[O-])cc2)n1C (stereo unspecified)	-1%	-12%	0%	3%	3%	-4%	-9%	4%
46	Cc1cc(CSc2ccccc2)ccc1NC(=O)c1ccc(Cl)c([N+](=O)[O-])c1	-14%	-4%	2%	11%	-1%	-12%	6%	-6%
